Screens deposited in PubChem BioAssay by several laboratories.
CaV13 FRET inh: Primary screen for inhibitors of IQ motif and Ca2+-dependent inactivation inhibitor domain binding in CACNA1D, Förster resonance energy transfer in living cells, …; HEK cells, CFP/YFP FRET ICDI-IQ, plate reader, 10 min; percent FRET-ratio fall versus neutral wells; inhibition, % at 12.3 µM; 0.098% of 340,000 active; AID 743397;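 active = mean replicate inhibition of at least 30% and at least 1% of replicates passing that level; inconclusive = only one of the two criteria is met; inactive = neither criterion is met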;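 note: 0% = median of the neutral control wells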
Exocytosis inh: lytic granule exocytosis inhibition; TALL-104 LAMP-1 surface exposure, flow cytometry; cells stimulated with thapsigargin and PMA; 0.66% of 360,000 active; inhibition, % at 10 µM;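 active = inhibition above about 55%, limit read from the data; inconclusive = no clear call, values can overlap the other calls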
ABCB6 inh 2: blocks the human ABCB6 transporter; Q9NP58; K562-ABCB6 porphyrin accumulation, flow cytometry, 1 h; stronger effect = lower value; fluorescence ratio to DMSO, % at 10 µM; 0.19% of 360,000 active;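 active = fluorescence ratio to DMSO below 75%, the collection mean minus 3 SD; inconclusive = too few cells collected in the well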;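 note: signal is porphyrin accumulated inside mitochondria; 100% equals median channel fluorescence of DMSO control wells; lower ratio means ABCB6 inhibition with less porphyrin fluorescence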
PDI inh: PDI (human) enzyme inhibition; P07237; PDI insulin aggregation turbidity, A650, 90 min; inhibition, % at 10 µM; 0.052% of 350,000 active;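 active = mean inhibition across replicates of 30% or more, whatever share of single replicates reach that level; inconclusive = mean inhibition below 30% while every single replicate reaches 30%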;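 note: absorbance from insulin aggregation driven by PDI reduction with DTT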
Target sequence (P07237 whole entry, looked up): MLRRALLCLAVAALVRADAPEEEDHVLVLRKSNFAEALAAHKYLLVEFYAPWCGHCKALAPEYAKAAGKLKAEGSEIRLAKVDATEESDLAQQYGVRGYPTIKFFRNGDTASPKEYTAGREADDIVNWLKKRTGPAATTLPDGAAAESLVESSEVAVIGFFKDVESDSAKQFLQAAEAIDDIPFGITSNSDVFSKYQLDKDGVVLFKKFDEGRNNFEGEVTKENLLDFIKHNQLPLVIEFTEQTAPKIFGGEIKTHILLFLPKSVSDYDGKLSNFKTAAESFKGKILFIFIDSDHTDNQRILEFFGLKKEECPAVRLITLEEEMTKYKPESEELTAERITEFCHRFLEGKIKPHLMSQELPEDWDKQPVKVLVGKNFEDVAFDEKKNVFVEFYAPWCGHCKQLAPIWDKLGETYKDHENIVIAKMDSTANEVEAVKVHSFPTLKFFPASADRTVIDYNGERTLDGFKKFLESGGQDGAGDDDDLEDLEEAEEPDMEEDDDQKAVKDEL
MC4R antagonist: blocks human MC4R cAMP signaling; P32245; MC4R-expressing cells, MTII-stimulated cAMP, LANCE TR-FRET; inhibition, % at 6.5 µM; 0.48% of 360,000 active; AID 540295;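 active = inhibition above its plate's cutoff, the mean of tested wells on that plate plus 3 SD, cut at about 29% in these data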;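 note: 0% = Melanotan II alone and 100% = Melanotan II plus saturating MCL0020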
Target sequence (P32245 whole entry, looked up): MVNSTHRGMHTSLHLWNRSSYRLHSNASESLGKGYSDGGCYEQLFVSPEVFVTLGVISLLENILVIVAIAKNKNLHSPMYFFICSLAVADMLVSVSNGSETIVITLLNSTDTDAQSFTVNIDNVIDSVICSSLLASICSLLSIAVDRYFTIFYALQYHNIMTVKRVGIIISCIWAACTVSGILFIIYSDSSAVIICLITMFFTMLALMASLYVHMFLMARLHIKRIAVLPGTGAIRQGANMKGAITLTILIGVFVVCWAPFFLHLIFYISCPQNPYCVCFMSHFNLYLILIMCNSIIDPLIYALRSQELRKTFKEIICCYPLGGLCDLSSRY
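Material: human MC4R-expressing U2OS cells. Probe or stimulus: Melanotan II challenge. Dosing: 6.5 µM single dose. Times: 30-min compound, 1-h challenge, 1-h detection, room temperature. Technique: TR-FRET with Eu-cAMP and labeled anti-cAMP, 671 nm. Replication: singlicate.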
Cardio protect: myocardial damage modulation in H9c2 cells | H9c2 cardiomyocytes, H2O2 injury protection, ATPLite, 2 h | 0.63% of 360,000 active | protection from H2O2 cell death, % at 20 µM;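 active = compounds giving at least 50% protection of heart cells from peroxide-induced death in the single-dose screen, raw or plate-pattern-corrected value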;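 note: 0% = DMSO wells with peroxide and 100% = DMSO wells without peroxide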
MC4R ag barr: activates human MC4R beta-arrestin recruitment. 0.98% of 360,000 active. P32245. activation, % at 8.9 µM. U2OS MC4R beta-arrestin complementation, luminescence; percent of melanotan II response, DMSO zero;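 active = activation above a per-plate cutoff, the mean activation of sample wells on that plate plus 3 SD, cut at about 8% in these data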
ABHD5 PLIN5 PPI: inhibitors of human ABHD5-perilipin-5 interaction; AID 602281; Q00G26+Q8WTS1; Split G. princeps luciferase complementation, luminescence, 4 h; inhibition, % at 4 µM; 0.78% of 360,000 active;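 active = inhibition above the mean inhibition across every tested compound plus 3 SD, cut at about 22% in these data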;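 note: 0% = DMSO only wells and the 100% control is not disclosed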
Glyco luc inh: N-linked glycosylation inhibition; D54 ERlucT glycosylation luciferase reporter, 24 h; percent of 100 nM tunicamycin response; reporter increase, % at 12.5 µM; 0.23% of 360,000 active; AID 588692;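 active = mean luciferase reporter signal, scaled so untreated is 0 and the glycosylation-blocking control 100, at or above a set limit in every replicate; inconclusive = mean reaches the limit but not every replicate does; inactive = mean below the limit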;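 note: luciferase carries N-glycosylation sites so blocking glycosylation raises the light; 0% = median of neutral control wells and 100% = median of 100 nM tunicamycin wells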
m5-HT2A agonist: agonists of mouse serotonin 5-HT2A receptor (HTR2A); P35363; CHO-K1 mHTR2A beta-arrestin complementation, luminescence; percent of 30 µM serotonin response; activation, % at 7.6 µM; 0.66% of 360,000 active;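 active = activation above a run cutoff, the mean activation of all tested compounds plus 3 SD, cut at about 14% in these data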;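 note: 0% = plate median of compound wells and 100% = 30 µM serotonin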
* hit, by the source's call; ? = inconclusive; . = not tested or not shown.

SMILES	CaV13 FRET inh	Exocytosis inh	ABCB6 inh 2	PDI inh	MC4R antagonist	Cardio protect	MC4R ag barr	ABHD5 PLIN5 PPI	Glyco luc inh	m5-HT2A agonist
Cc1cc2oc(C(=O)N(Cc3ccco3)C3CCS(=O)(=O)C3)cc(=O)c2cc1Cl (centres undefined)	-4.0	-2.4	101.0	0.8	-0.8	-1.1	-3.0	1.6	1.2	-3.7
COc1ccccc1-c1cnc(C(O)c2c(C)cccc2C)[nH]1 (centres undefined)	-7.4	-0.2	97.0	2.1	2.1	4.6	-0.5	0.3	1.7	-3.7
O=C1Nc2ccccc2/C1=C/c1cnc(-c2ccccc2)[nH]1	-12.6	4.8	97.0	0.8	-3.8	-8.3	20.4*	2.4	1.1	0.7
O=C(NC[C@@H]1CC[C@@H](Cc2ccc(-c3ccccc3)cc2)O1)Nc1ccc(Br)cc1	-5.2	14.5	99.0	-8.9	16.3	-33.8	5.1	-0.3	-5.5	-2.5
COc1ccccc1C1CC(c2ccc(NS(C)(=O)=O)cc2)=NN1C(=O)c1ccccc1 (centres undefined)	2.1	-0.4	104.0	-8.6	6.2	-12.3	-2.8	4.0	-0.1	0.4
CCOc1cc(/C=N/Nc2nc(=O)[nH]nc2C)ccc1O	-0.9	-1.1	90.0	-3.7	-17.6	-6.8	-1.8	2.5	2.7	1.2
Cc1ccc(/C=N\NC(=O)CCc2n[nH]c(=O)[nH]c2=O)o1	-0.1	-2.3	104.0	-2.6	3.3	-7.5	-1.5	-0.5	-0.2	-5.3
CCOc1ccc(CCNC(=O)COC(=O)Cn2cnc3ccccc3c2=O)cc1OCC	-6.9	2.1	223.0	3.5	18.7	-0.2	-4.0	0.2	1.8	1.2
CS(=O)(=O)N(CC(=O)NCc1ccco1)Cc1ccc(Cl)cc1	-1.3	-3.7	101.0	2.5	-0.6	1.6	-1.2	6.6	2.0	-1.0
NC(=O)c1ccc(NC(=O)COC(=O)CNC(=O)c2sc3ccccc3c2Cl)cc1	-5.3	4.6	97.0	3.0	15.0	3.5	1.2	-15.3	3.0	-4.1
Cc1ccc([N+](=O)[O-])c(OCCn2cnc3ccccc32)c1	-6.0	-1.7	96.0	0.7	-4.4	5.0	-1.8	-5.8	-1.5	1.5
CCN1C(=O)[C@H]2[C@H]3CN=C(SCc4ccccc4)N3[C@@](C)(C(=O)OC)[C@H]2C1=O	-4.4	-2.2	99.0	6.2	-0.1	4.9	-1.7	-3.5	0.8	3.8
CCOC(=O)c1cccc(NC(=O)CCc2nc(-c3ccccc3F)no2)c1	-0.4	0.2	93.0	9.7	12.8	-15.9	-1.0	7.0	1.4	-4.8
COc1ccc(CN(C)C(=O)CCc2ccc(S(=O)(=O)N3CCCCCC3)cc2)c(OC)c1	-5.2	-4.1	92.0	8.2	9.6	-5.6	-0.8	1.7	-3.0	-2.9
CC(=O)Nc1cccc(NC(=O)CSc2nnc3ccc(-c4ccncc4)nn23)c1	-6.0	-2.1	101.0	-4.2	2.4	5.8	-0.2	-7.7	1.9	2.9
NNC(=S)Nc1ccccc1Cl	-0.4	1.0	101.0	-1.9	9.2	8.8	3.9	-8.0	0.6	8.5
CC(=O)c1cn(CCOc2ccccc2C)c2ccccc12	-20.9	4.6	99.0	-0.1	6.3	-18.1	-2.6	-7.9	-0.7	-7.3
Cc1ccc(C)c(N2CCN(C(=O)C3CCCCN3S(=O)(=O)c3ccc(F)cc3)CC2)c1 (centres undefined)	-6.5	-3.8	99.0	-2.9	-0.6	6.8	-1.5	-8.5	-5.7	3.6
CCOC(=O)c1cnn(-c2nc(-c3ccccc3)cs2)c1C(F)(F)F	-0.3	-2.5	100.0	.	6.3	.	0.3	6.5	-1.1	5.6
O=C(NCCc1nc2ccccc2[nH]1)c1ccco1	-4.5	-0.2	86.0	-4.5	9.5	1.1	-0.5	-5.9	0.8	-3.5
Cc1cc(N/N=C/c2ccc(O)c(C)c2O)nc(-c2ccccc2O)n1	-4.1	80.4*	94.0	-1.0	8.9	35.6	1.8	2.2	-17.4	20.1*
Cc1ccc(CNC(=O)/C=C/c2cccs2)cc1	-3.3	2.6	94.0	-7.3	4.0	-2.3	-0.6	-4.3	0.9	0.2
COc1cc2c(cc1OC)C(c1ccc([N+](=O)[O-])cc1)NCC2 (centres undefined)	-11.4	-3.0	98.0	-2.2	-8.1	-1.2	0.1	-3.9	0.5	-3.1
CC(C)(C)c1ccc(CC(=O)N2CCC2(C)C(=O)NS(=O)(=O)Cc2ccccc2)cc1 (centres undefined)	-4.6	-1.4	100.0	7.6	20.3	-3.3	-1.1	2.3	2.2	1.1
Cc1[nH]c2ccccc2c1C1(O)C(=O)N(Cc2ccc3c(c2)OCO3)c2ccccc21 (centres undefined)	-6.0	2.8	102.0	-0.3	-12.8	3.0	-2.3	-6.9	2.3	-0.7
COc1ccc(F)cc1CN1CCN(C(=O)CCC(=O)Nc2nnc(C3CCCCC3)s2)CC1	-6.4	1.5	97.0	3.6	5.3	0.0	-0.9	0.4	-2.3	-13.8
COc1ccc(Cn2c(=O)[nH]c3cc(C(=O)NCCCN4CCCC4)ccc3c2=O)cc1	-3.4	-3.4	100.0	-1.9	7.2	23.0	-0.1	13.7	-0.7	-1.0
CCn1c(SCC(=O)NC(=O)NC(C)(C)C)nc2ccccc21	-6.5	-0.5	99.0	17.7	-2.2	1.7	-1.7	-5.1	1.1	3.1
CC1(c2nnnn2Cc2ccccc2)CCC(=O)N1CCc1c[nH]c2ccccc12 (centres undefined)	-11.2	-6.6	98.0	.	.	.	.	9.1	.	-3.5
Cc1ccc(COc2ccc(Br)cc2/C=N/O)cc1	-1.5	17.3	83.0	-8.1	-3.1	-3.1	0.4	-12.3	-2.2	-3.2
COc1ccc2nc(SCCN(C)C)[nH]c2c1	-0.4	0.2	93.0	-20.6	-1.1	2.7	-1.3	-7.5	2.2	-1.8
CC(C)CN(C(=O)CN1CCN(c2ccccc2O)CC1)c1c(N)n(CC(C)C)c(=O)[nH]c1=O	-16.2	-2.6	102.0	4.3	26.5	1.6	-0.7	-3.0	-1.6	0.1
O=C(CSc1n[nH]c(-c2cccs2)n1)N1CCCCC1	-4.6	6.4	100.0	-2.2	-4.3	-5.7	-2.9	1.4	3.5	4.0
COc1ccc(/C(C)=N/NC(=O)c2cccc(S(=O)(=O)N3CCCC3)c2)c(O)c1	-3.1	-0.9	97.0	-3.2	0.4	69.7*	-3.9	0.1	-9.1	2.6
CCC(=O)N1CCN(c2cc(C)ccc2C)CC1	-4.5	4.0	100.0	6.6	-2.7	-0.3	-2.8	-3.3	1.5	5.4
COc1ccccc1N1CCN(C(=O)c2cc3c(s2)CCC3)CC1	.	-2.2	105.0	8.8	-5.0	7.3	-1.1	0.6	-0.5	-4.9

Exported bar-delimited: entries from further up
canonical_smiles | CaV13 FRET inh | Exocytosis inh | ABCB6 inh 2 | PDI inh | MC4R antagonist | Cardio protect | MC4R ag barr | ABHD5 PLIN5 PPI | Glyco luc inh | m5-HT2A agonist
COc1ccc(F)cc1CN1CCN(C(=O)CCC(=O)Nc2nnc(C3CCCCC3)s2)CC1 | -6.4 | 1.5 | 97.0 | 3.6 | 5.3 | 0.0 | -0.9 | 0.4 | -2.3 | -13.8
CC(C)CN(C(=O)CN1CCN(c2ccccc2O)CC1)c1c(N)n(CC(C)C)c(=O)[nH]c1=O | -16.2 | -2.6 | 102.0 | 4.3 | 26.5 | 1.6 | -0.7 | -3.0 | -1.6 | 0.1
Cc1[nH]c2ccccc2c1C1(O)C(=O)N(Cc2ccc3c(c2)OCO3)c2ccccc21 (centres undefined) | -6.0 | 2.8 | 102.0 | -0.3 | -12.8 | 3.0 | -2.3 | -6.9 | 2.3 | -0.7
CCn1c(SCC(=O)NC(=O)NC(C)(C)C)nc2ccccc21 | -6.5 | -0.5 | 99.0 | 17.7 | -2.2 | 1.7 | -1.7 | -5.1 | 1.1 | 3.1
COc1ccc2nc(SCCN(C)C)[nH]c2c1 | -0.4 | 0.2 | 93.0 | -20.6 | -1.1 | 2.7 | -1.3 | -7.5 | 2.2 | -1.8
CC1(c2nnnn2Cc2ccccc2)CCC(=O)N1CCc1c[nH]c2ccccc12 (centres undefined) | -11.2 | -6.6 | 98.0 | . | . | . | . | 9.1 | . | -3.5

Additional entries follow.
SMILES	CaV13 FRET inh	Exocytosis inh	ABCB6 inh 2	PDI inh	MC4R antagonist	Cardio protect	MC4R ag barr	ABHD5 PLIN5 PPI	Glyco luc inh	m5-HT2A agonist
Cc1ccc(CNc2ccc3c(c2)ncn3C(C)(C)C)cc1	-5.0	-0.6	93.0	-5.0	-5.1	-8.5	-4.4	5.5	-7.5	2.9
COCCN(CCOC)C(=O)Nc1ccc(Cl)cc1	8.7	1.0	98.0	-0.7	21.0	7.2	1.4	3.3	2.4	-1.2
O=C(O)CCNS(=O)(=O)c1ccc2c(c1)CCCC2	-6.9	2.9	112.0	0.3	-0.9	1.8	-1.2	1.2	0.8	-0.3
CCN(CC)S(=O)(=O)c1ccc2oc(C(=O)N3CCOCC3)c(C)c2c1	-5.1	-0.1	97.0	-10.9	2.8	6.7	-0.4	6.2	1.2	-4.5
CCN1CCN(C(c2cc3cc4c(cc3[nH]c2=O)OCO4)c2nnnn2C(C)(C)CC)CC1 (centres undefined)	-5.7	10.8	102.0	-2.9	11.3	0.9	2.8	-6.4	-3.7	-3.6
COc1ccc(N2CC(C(=O)Nc3ccc(S(=O)(=O)N4CCCC4)cc3)CC2=O)cc1 (centres undefined)	-3.1	-13.5	96.0	-1.4	-0.6	-1.3	-1.7	8.1	-2.3	14.6*
Cc1cccc2sc(N(CCCN(C)C)C(=O)c3ccc(Cl)s3)nc12	-3.8	-5.2	103.0	-3.9	-0.1	15.1	10.5*	25.3*	0.2	11.1
Cc1ccc(CNS(=O)(=O)c2cc3c(cc2C)NC(=O)CO3)cc1	-6.0	2.1	?	.	-7.0	-8.0	-0.6	-1.8	-0.2	-0.8
O=[N+]([O-])c1ccccc1OCCCNCc1ccccc1	2.6	1.2	104.0	1.5	11.1	0.4	-1.2	-5.3	-0.4	-4.8
Cc1cc(=O)oc2cc(OCCSc3nnc(-c4ccccc4)o3)ccc12	-3.3	-1.8	97.0	-16.5	-2.0	0.7	-2.6	0.9	-1.3	2.4
CC1=CC(=C(C#N)C#N)C=C(C)N1Cc1ccccc1	-4.3	-4.5	103.0	-1.2	12.8	8.3	-3.2	0.4	0.1	-1.1
